WRN inhibitor: blocks human WRN helicase; WRN helicase unwinding, fluorescent forked duplex, kinetic; Potency, µM (series often up to 114 µM), for the others: at the top dose activity change, negative = inhibition, actives largely listed as inhibitors; actives 0.46% (n = 360,000); AID 651768; note: potency is the fitted concentration of half-maximal effect; % is set by controls: 0 for no effect and ±100 for the full control effect; nearly all actives have a fitted effect of over 55% in size
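WRN at 20 nM final was preincubated with compound for 15 min at room temperature; reaction started with 100 nM forked duplex oligonucleotide carrying fluorophore and quencher plus 2 mM ATP (final). Unwinding followed kinetically by red fluorescence (ex 525/em 598 nm).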
EPAC1 ag: EPAC1 (human) agonism | O95398 | EPAC1 agonist qHTS, biochemical assay; response scale: 100% = response to 6.5 mM cAMP | Potency, µM (series often up to 154 µM), for inactives: top-dose activation, usual class: activators | actives 0.073% (n = 360,000); note: potency is the fitted concentration of half-maximal effect; nearly all actives have a fitted effect of over 60% in size
Target sequence (O95398 whole entry, looked up): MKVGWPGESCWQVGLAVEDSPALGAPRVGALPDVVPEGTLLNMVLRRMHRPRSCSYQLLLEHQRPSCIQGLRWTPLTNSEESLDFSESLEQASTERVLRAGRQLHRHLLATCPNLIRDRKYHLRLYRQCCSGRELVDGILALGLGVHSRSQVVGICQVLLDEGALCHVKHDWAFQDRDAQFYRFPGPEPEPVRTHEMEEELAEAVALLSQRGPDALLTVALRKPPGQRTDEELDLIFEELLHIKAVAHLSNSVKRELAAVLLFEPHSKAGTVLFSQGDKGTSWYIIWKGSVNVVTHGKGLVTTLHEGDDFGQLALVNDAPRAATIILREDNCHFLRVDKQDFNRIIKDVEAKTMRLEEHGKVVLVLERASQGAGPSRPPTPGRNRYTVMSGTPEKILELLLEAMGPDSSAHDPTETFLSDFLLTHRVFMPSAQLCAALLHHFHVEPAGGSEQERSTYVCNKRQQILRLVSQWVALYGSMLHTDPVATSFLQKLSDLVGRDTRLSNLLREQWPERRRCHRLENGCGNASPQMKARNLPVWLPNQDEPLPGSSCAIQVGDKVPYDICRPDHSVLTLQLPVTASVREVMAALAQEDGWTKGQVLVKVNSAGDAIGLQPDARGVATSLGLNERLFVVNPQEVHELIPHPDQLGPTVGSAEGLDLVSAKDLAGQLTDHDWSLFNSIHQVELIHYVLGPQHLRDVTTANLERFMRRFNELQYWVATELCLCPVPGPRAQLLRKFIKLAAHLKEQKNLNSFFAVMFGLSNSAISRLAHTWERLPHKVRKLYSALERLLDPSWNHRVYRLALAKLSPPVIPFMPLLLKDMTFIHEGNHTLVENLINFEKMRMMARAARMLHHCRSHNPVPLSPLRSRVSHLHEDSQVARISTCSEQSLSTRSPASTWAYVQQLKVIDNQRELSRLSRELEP
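Fluorescent GDP-exchange assay: 100 nM EPAC1 with 250 nM Rap1B preloaded with BODIPY-GDP and 50 uM GDP; compounds tested as concentration series, 5 min at room temperature, then read every 5 min for 30 min (ex 480/em 540 nm); normalized to 6.5 mM cAMP.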
PLK1 PBD block: PLK1 (human) polo-box domain binding inhibition; AID 720504; P53350; Plk1 PBD binding of FITC phosphopeptide, fluorescence polarization; Potency, µM, inactives show max response, negative = inhibition, actives largely listed as inhibitors; actives 2.8% (n = 360,000); note: potency is the fitted concentration of half-maximal effect; series mostly up to about 57 µM; % is set by controls: 0 for no effect and ±100 for the full control effect; nearly all actives have a fitted effect of over 65% in size
FUS yeast rescue: rescues growth of FUS-expressing yeast | Potency, µM (highest dose often 76.6 µM), without a hit: at the highest dose growth rescue (activation), hits mostly activators | actives 0.24% (n = 390,000) | S. cerevisiae FUS-expressing, growth rescue, OD600, 24 h;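 note: potency is the fitted concentration of half-maximal effect; plate controls were DMSO vehicle for no effect and reference control for full effect; nearly all actives have a fitted effect of over 55% in size; some results filed as inactive show a strong effect at the top dose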
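FUS-expressing yeast, raffinose-pregrown, induced in 2% galactose minimal medium at OD 0.005; compounds in a dilution series, 24hr at 30C. Growth restoration read as absorbance at 600 nm. CP55940 positive control, DMSO negative.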
IL-2 act: activators of IL-2; IL-2 activation reporter assay, cell-based qHTS; stimulated with anti-CD3/CD4/CD28 beads; in transgenic mouse T cells; activation, % (series mostly up to about 46 µM); actives 0.065% (n = 360,000); in the data active = activation above about 50%; inconclusive = mostly about 30% to 49%; note: 0% is about no effect
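Readout is EGFP and DsRed signal by fluorescent plate cytometry after 18 h at 37 degrees C. Transgenic mouse T cells (750/well) received compound for 60 min before bead stimulation (anti-CD3, anti-CD4, anti-CD28); memory T cells served as non-tolerant control.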
EPAC1 antagonist: antagonists of human EPAC1; Potency, µM (top dose mostly 115 µM), without a hit: top-dose activity change, negative = inhibition, actives largely listed as inhibitors; EPAC1 GEF assay, Rap1b-BODIPY-GDP exchange fluorescence; actives 0.14% (n = 360,000);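 note: potency is the fitted concentration of half-maximal effect; plate controls were vehicle for no effect and positive control for full effect; nearly all actives have a fitted effect of over 50% in size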
PI5P4Ka inh: PI5P4K alpha (human) kinase inhibition; PI5P4Kalpha enzyme, ADP-Glo luminescence, 60 min; hits give low values; P48426; actives 1.2% (n = 330,000); AID 652105; max response, %; active = max response of -50% or lower; inconclusive = between -30% and -50%; inactive = -30% or higher; note: value at the top dose of about 77 µM; % is set by controls: 0 for no effect and ±100 for the full control effect
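PI5P4Kalpha ADP-Glo assay; 5 microM ATP final; 60 min RT reaction; HEPES pH 7.4/EGTA/CHAPS, 5% DMSO; controls lacking substrate or enzyme; luminescent end-point.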
Abeta rescue: compounds reversing amyloid beta toxicity in yeast | AID 1347071 | actives 0.063% (n = 410,000) | Potency, µM (doses to about 46.1 µM), for the others: at the top dose growth rescue, hits mostly activators | yeast expressing A-beta42, growth rescue, OD600, 48 h; response scale: 0% DMSO, 100% iron-clioquinol control; note: potency is the fitted concentration of half-maximal effect; nearly all actives have a fitted effect of over 55% in size
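Growth rescue measured by 600 nm absorbance after 48 h yeast culture at 30 C with compound. Values normalized between DMSO and an equimolar ferric chloride plus clioquinol control.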
* hit, by the source's call; u = inconclusive; x = not tested or not shown; [ ] = dose if it differs, or a comment. Unless noted, calls come from the whole dose curve; as a rule, active = well fitted curve in the direction sought with a large enough effect; inconclusive = small, poorly fitted or top-dose-only effect, or another doubt; inactive = no such curve, though single readings can be large; an effect the other way counts as inactive or inconclusive.

SMILES	WRN inhibitor	EPAC1 ag	PLK1 PBD block	FUS yeast rescue	IL-2 act	EPAC1 antagonist	PI5P4Ka inh	Abeta rescue
O=C(Cn1ccc2ccccc2c1=O)N1CCN(c2cccc(Cl)c2)CC1	-9%	-5%	4%	-20%	-2.5	3%	12	1%[9.22 µM]
Cc1nc2nc(-c3ccc(Cl)cc3)[nH]n2c(=O)c1Cc1ccccc1	-7%	0%	-14%	-6%	0.6	-9%	5	1%
COc1ccc(Cl)cc1-n1c(C)cc(C(=O)OCC(=O)N2CC(=O)Nc3ccccc32)c1C	-14%	13%	-2%	41%	1.9	-27%	8	13%
COc1ccc(NS(=O)(=O)c2ccc(NC(=S)NC(=O)c3ccc(Br)cc3)cc2)nn1	-28%	15%	-8%	x	-2.0	-3%	-11	-14%
CN(C)C(=O)CCc1ccc2c3c([nH]c2c1)[C@]1(C)[C@@H](C(=O)N2CCOCC2)C[C@H](CC(=O)NCCc2ccccn2)C(=O)N1CC3	-4%	-14%	-1%	-6%	0.7	-4%	0	0%
COC(=O)c1ccc(NS(=O)(=O)c2ccc(S(=O)(=O)N3CCOCC3)cc2)cc1	-9%	7%	0%	x	5.2	2%	4	7%
O=S(=O)(c1ccc(Cl)cc1)N1CCN(c2ccccn2)CC1	-1%	-2%	5%	-12%	0.0	-5%	5	-8%
COc1cccc(/C=C/C(=O)OCC(=O)Nc2ccc3[nH]c(=O)[nH]c3c2)c1OC	-4%	9%	-11%	x	-0.1	-14%	3	4%
CC(C)(C)C(=O)Nc1sc(-c2ccccc2)cc1C(=O)O	-8%	7%	-9%	4%	0.3	-15%	-3	-54%[inhibitor]
Cc1ccc(C)c(N2CCN(C(=O)CCc3nc(-c4ccccc4C)no3)CC2)c1	4%	-18%	-7%	25%	0.8	-17%	28	14%
NCCCCCc1cn([C@@H](CO)C(=O)NCCCCCCCCCCC(=O)N2CCNCC2)nn1	2%	-7%	-7%	-26%	-0.1	1%	16	-7%
Clc1ccccc1CNCC1CCCO1 (centres undefined)	-5%	6%	-9%	-2%	-0.7	-3%	3	19%
CCC(C(=O)NC1CCCC1)N(Cc1ccc2c(c1)OCO2)C(=O)c1snc(C(N)=O)c1N (centres undefined)	1%	0%	1%	15%	-1.3	0%	x	-7%
Cc1ccc2[nH]c(=O)c3cc(C(=O)N4CCN(C(=O)c5ccco5)CC4)sc3c2c1	-2%	4%	-13%	-3%	-4.2	-18%	4	-2%
COc1cccc(NC(=S)Nc2cc(C)cc(C)n2)c1	4%	11%	-8%	-6%	-2.1	13%	-3	12%
CC(=O)C1CCC2C3CCC4=CC(=O)CC[C@]4(C)[C@@]3(F)C(O)C[C@]12C (some centres undefined)	8%	5%	-8%	-6%	-0.3	-21%	-1	-6%
O=C(Nc1ccccc1C(F)(F)F)N1CCCC1c1cccnc1 (centres undefined)	1%	8%	-10%	-11%	1.6	6%	2	-14%
CCCc1[nH]n(-c2nc3ccccc3s2)c(=O)c1C=NCCCN(CC)CC	11%	-4%	-2%	23%	-0.5	7%	-5	-26%
COc1ccc(S(=O)(=O)N2CCOCC2)cc1C(=O)NCC(c1ccccc1)c1ccccc1	0%	-9%	4%	x	-5.9	-3%	2	2%
CCOc1ccc(C(C)NC(=O)Cc2ccccc2)cc1OCC (centres undefined)	-21%	6%	-13%	-6%	-0.3	-9%	0	20%
CC(=O)Nc1cccc(-c2cccc3nccn23)c1	-2%	0%	4%	-11%	0.5	-13%	-1	-9%
CC(C)C1C(=O)N(Cc2cn(CCC3OCCCO3)nn2)CCS(=O)(=O)N1Cc1ccc(-c2ccc(Cl)c(Cl)c2)cc1 (centres undefined)	-4%	5%	-13%	u	-3.0	-7%	18	4%
COc1ccc(-c2csc(-n3ncc(-c4ccccn4)c3N)n2)cc1	-3%	6%	-10%	13%	2.1	-6%	2	9%
Cc1ccc2nc(/C(C#N)=C/c3cn[nH]c3-c3ccc(F)cc3)[nH]c2c1	-37%	0%	-4%	x	-5.1	-8%	u	2%
COc1ccc(C(=O)Nc2cccc(C(=O)N/N=C/c3ccc(OC)cc3OC)c2)cc1	-2%	-3%	-16%	40%	-1.5	u	-1	-10%
CSc1nsc(SCC(=O)Nc2ccc3c(c2)OCCO3)n1	-6%	11%	-17%	4%	-3.5	-14%	0	-11%
COc1ccc2c(c1)C(=O)CC(c1ccc(OC)c(OC)c1)O2 (centres undefined)	12%	-10%	1%	-20%	3.4	19%	0	23%
COc1cccc(C(C(=O)NC(C)(C)C)N(CCC(C)C)C(=O)CCC(=O)Nc2cc(C)on2)c1OC (centres undefined)	-10%	3%	-5%	19%	-0.6	-4%	9	0%
COc1nc(Nc2ccc(C(C)C)cc2)nc(OC)n1	-2%	1%	-7%	u	-2.9	-5%	x	-7%
Cc1c(N=Cc2cc(Br)cc(Br)c2O)cccc1C(=O)O	u	3%	u	-20%	0.7	u	-58*	-10%
CC1(c2cnc(Nc3ccccc3)s2)CCC(=O)O1 (centres undefined)	4%	1%	-7%	12%	-2.8	-6%	0	11%
Cc1ccc(S(=O)(=O)c2ccc(Oc3ccccc3)cc2)cc1	-22%	15%	-1%	14%	-2.9	2%	15	-5%
Cc1cc2nc[nH]c(=O)n2n1	-2%	0%	10%	-5%	-2.8	18%	5	-6%
COc1ccc(N2CCN(C(=O)CCCn3nnnc3CN3CCOCC3)C(C)C2)cc1 (centres undefined)	-4%	9%	-3%	8%	-0.4	0%	-3	6%
CC(=O)Nc1ccc(C(=O)Nc2cc(C)on2)cc1	3%	-5%	2%	6%	-5.3	-9%	2	-12%
CN(C)S(=O)(=O)c1ccc(Cl)c(C(=O)NNC(=O)Cn2ccc(C(F)(F)F)n2)c1	-6%	12%	-8%	3%	-0.4	1%	2	-10%
O=C(NCC1CCCCC1)C12CN(Cc3ccccc3)CC1C(c1cccc([N+](=O)[O-])c1)=NO2 (centres undefined)	11%	-10%	1%	u	0.1	-4%	-3	-2%
CCc1nnc(SCC(=O)Nc2ccccc2)n1CC1CCCO1 (centres undefined)	u	6%	-6%	x	-2.5	-9%	2	-3%
COc1ccc(S(=O)(=O)Nc2ccccn2)cc1OC	-6%	6%	-12%	5%	1.0	-1%	x	-13%
CN(CC(=O)NNC(=O)CNC(=O)c1ccccc1F)S(=O)(=O)c1ccc(Cl)cc1	4%	0%	-11%	-11%	0.3	u	5	-1%

Some of the entries so far, with values under each structure:
Below each SMILES: WRN inhibitor	EPAC1 ag	PLK1 PBD block	FUS yeast rescue	IL-2 act	EPAC1 antagonist	PI5P4Ka inh	Abeta rescue
> CC(C)C1C(=O)N(Cc2cn(CCC3OCCCO3)nn2)CCS(=O)(=O)N1Cc1ccc(-c2ccc(Cl)c(Cl)c2)cc1 (centres undefined)
→ -4%	5%	-13%	u	-3.0	-7%	18	4%
> COc1ccc(-c2csc(-n3ncc(-c4ccccn4)c3N)n2)cc1
→ -3%	6%	-10%	13%	2.1	-6%	2	9%
> Cc1ccc2nc(/C(C#N)=C/c3cn[nH]c3-c3ccc(F)cc3)[nH]c2c1
→ -37%	0%	-4%	x	-5.1	-8%	u	2%

Later entries.
SMILES	WRN inhibitor	EPAC1 ag	PLK1 PBD block	FUS yeast rescue	IL-2 act	EPAC1 antagonist	PI5P4Ka inh	Abeta rescue
CC1(C(=O)NS(=O)(=O)c2ccc(C#N)cc2)CCN1C(=O)CCC1CCCC1 (centres undefined)	4%	-19%	3%	-21%	-0.3	4%	-6	-7%
COc1ccc(C(O)c2ncc(-c3ccccc3OC)[nH]2)cc1F (centres undefined)	2%	4%	-2%	1%	-0.1	5%	9	u
O=S(=O)(c1ccc(Cl)s1)N1CCc2ccccc2C1	-4%	1%	-8%	27%	0.2	u	x	-3%
C=CC(C)(O)CCC=C(C)C (centres undefined)	13%	-1%	0%	-33%	1.4	7%	2	4%
CCCOc1ccccc1/C=C(\C#N)C(=O)Nc1cccnc1	-17%	0%	-3%	12%	-0.3	13%	7	6%
CCCn1c(COc2ccc(C(=O)O)cc2)nc2ccccc21	-3%	11%	-9%	-14%	0.2	14%	5	33%
Cc1ccc2nc3c(cc(S(=O)(=O)c4ccccc4)c(=N)n3Cc3ccco3)c(=O)n2c1	-3%	8%	-17%	13%	1.2	4%	-1	8%
Cc1noc(C)c1S(=O)(=O)NC(=O)C1(C)CCN1C(=O)Cc1ccc(Cl)cc1Cl (centres undefined)	0%[57.1 µM]	-6%	-3%	4%	-0.1	1%	-3	-3%
COc1cccc(C2(C)NC(=O)N(CC(=O)Nc3ccc(N4CCOCC4)cc3)C2=O)c1 (centres undefined)	6%	-9%	5%	x	-3.6	7%	-1	-1%
CC(C)c1nc(SCC(=O)N2CCCCCC2)c2c(=O)n(C)c(=O)n(C)c2n1	6%	-2%	1%	23%	-2.4	-13%	0	1%
CC1(C(=O)NS(=O)(=O)Cc2cccc(Cl)c2)CCN1C(=O)C1(c2ccc(Cl)cc2)CCC1 (centres undefined)	-7%	6%	-20%	7%	0.1	-24%	-3	-30%
Cn1c(SCc2nc(-c3ccc(Br)cc3)no2)nnc1-c1ccco1	7%	1%	-3%	28%	-1.3	3%	x	-19%
CC(C)C1S/C(=N/N=C/c2cccs2)NC1=O (centres undefined)	-11%	-10%	-2%	x	-4.5	-1%	-3	-8%
C#Cc1cccc(NC(=O)c2ccc3c(c2)C(=O)N(Cc2cccnc2)C3=O)c1	-6%	u	2%	7%	-0.6	-10%	-5	-7%
Cc1c(NC(=S)NC(=O)c2cc3ccccc3o2)cccc1C(=O)O	-10%	9%	-15%	9%	-1.3	7%	4	20%
COc1ccccc1N1CCN(CCCCCCOc2ccc(F)cc2)CC1	6%	7%	-19%	x	-0.1	-8%	0	-1%
CN(C)S(=O)(=O)c1cccc(NC(=O)COC(=O)CCC(=O)c2cccs2)c1	8%	6%	-10%	10%	-0.7	-7%	-2	-21%
O=C(COc1ccc(Cl)cc1)c1ccc(O)cc1O	-8%	1%	0%	9%	-2.1	-28%	4	-5%
COc1ccc(-c2nsc(SCC(=O)NCc3ccc4c(c3)OCO4)n2)cc1	2%	-18%	-2%	x	-5.1	-8%	12	-7%
COc1cc(NC(=O)CN2C(=O)C(c3ccccc3)=NC2(C)C)cc(OC)c1	3%	-12%	-7%	-14%	1.6	-7%	-1	-3%
CCOc1ccc(S(=O)(=O)Nc2cc(F)ccc2F)c2cccnc12	-13%	-1%	-14%	18%	1.4	4%	-5	-1%
